Assay outcomes: PubChem, Broad Institute
PAX8 reporter: lowers PAX8-driven luciferase in RMG-I cells; RMG-I TPO-luciferase reporter, SteadyGlo, 24 h; inhibition, % at 12.6 µM; actives 1.2% (n = 360,000);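 active = mean replicate inhibition at least 60% with every replicate also reaching 60%; inconclusive = only one of the two criteria is met; inactive = mean below 60% and not all replicates reaching 60%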;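 note: luciferase light reporting Pax8 driven TPO promoter activity; plate controls were median of neutral control wells for no effect and mitoxantrone controls for full effect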
EWS-Fli inh: EWS/Fli transcriptional activity inhibition; A673 NR0B1-luciferase reporter, viability-normalised; actives 0.67% (n = 350,000); inhibition, % at 12.6 µM;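 active = mean inhibition of at least 50% after viability correction, with every replicate also passing that limit; inconclusive = mean reaches 50% but only one of two replicates passes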;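 note: firefly luciferase signal divided by Alamar Blue viability fluorescence both relative to DMSO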
ERp5 block: blocks human ERp5 reductase activity on insulin. Q15084. ERp5 insulin aggregation, absorbance 650 nm, 90 min. inhibition, % at 9.99 µM. actives 0.05% (n = 350,000);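 active = mean replicate inhibition above about 25%, with every replicate also reaching it, limit read from the data, passing the limit was not always enough; inconclusive = only one of those two criteria met; inactive = neither criterion met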
Target sequence (Q15084 whole entry, looked up): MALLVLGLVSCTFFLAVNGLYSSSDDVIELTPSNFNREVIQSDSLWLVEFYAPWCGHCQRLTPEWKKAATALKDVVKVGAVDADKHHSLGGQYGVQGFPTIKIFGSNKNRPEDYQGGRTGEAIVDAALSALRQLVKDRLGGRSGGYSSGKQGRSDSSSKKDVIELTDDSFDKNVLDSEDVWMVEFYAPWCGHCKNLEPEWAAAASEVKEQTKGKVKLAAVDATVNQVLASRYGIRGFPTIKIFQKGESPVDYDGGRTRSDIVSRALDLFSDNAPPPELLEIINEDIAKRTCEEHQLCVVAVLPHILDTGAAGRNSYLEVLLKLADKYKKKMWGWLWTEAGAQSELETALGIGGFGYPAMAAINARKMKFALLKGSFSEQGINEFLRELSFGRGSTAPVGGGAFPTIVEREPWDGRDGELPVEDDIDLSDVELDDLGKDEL
Xi reactivation: reactivates the inactive X chromosome in mouse fibroblasts | XiGFP mouse fibroblasts, % GFP-positive cells imaging, 3 d; cells co-treated with 5-aza-dC sensitizer; scaled so ellipticine positive control = 100% | activation, % at 7.58 µM | actives 0.055% (n = 360,000);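 active = mean normalized replicate activation at least 10% and every replicate at or above 10%; inconclusive = only one of the two criteria met; inactive = mean below 10% and not all replicates reach 10%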;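 note: 0% = median of on-plate neutral control wells and 100% = ellipticine 6 µM median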
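Assay system – SV40-immortalized XiGFP fibroblast cells, line 68-5-11 · Buffer or medium – DMEM supplemented with 5-aza-dC as sensitizing agent · Dosing – one concentration, pinned · Benchmarks – positive control ellipticine, 6 µM final · Times – 3 days compound exposure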
F508del corr: correctors of CFTR F508del function in bronchial epithelial cells. CFBE cells, YFP halide quenching; stimulated with forskolin plus potentiator P3; % fluorescence drop versus neutral controls. activity (quench increase), % at 7.58 µM. actives 0.36% (n = 350,000). AID 720511;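 active = mean added fluorescence quench of at least 8% versus neutral control, with both replicates also reaching 8%; inconclusive = only one of the mean or replicate conditions met; inactive = mean below 8% and not both replicates reaching 8%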;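 note: cells transiently co-express mutant CFTR-F508del with the halide-sensitive YFP; corrector assay measuring rescue of mutant channel to the surface after 24 h compound exposure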
ARNT TACC3 PPI: disrupts binding between human ARNT and TACC3; AlphaScreen His-ARNT PAS-B/GST-TACC3 binding, luminescence; TACC3 fragment carries E629A point mutation; Q9Y6A5; actives 0.66% (n = 390,000); inhibition, % at 9.99 µM;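 active = mean inhibition of replicates at least 50% and at least half of replicates each reaching 50%; inconclusive = half or more replicates reach 50% but mean below 50%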;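 note: 0% = complete ARNT plus TACC3 wells and 100% = ARNT alone without TACC3; many hits fall short of the cut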
INS-1E GSIS act: GLuc luminescence reporter in INS-1E cells, primary screen for activators of glucose-dependent secretion of insulin | INS-1E GLuc reporter insulin secretion, 2-3 h | activation, % at 16.6 µM | actives 0.61% (n = 370,000);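 active = lowest replicate activation of at least 40%, so every replicate reaches that level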;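 note: 0% = median of neutral control wells and 100% = median of IBMX positive control wells; some compounds called inactive have numbers as strong as hits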
DENV2 CPE rescue: DENV2-induced cell death inhibition. DENV2-infected cells, cytopathic effect rescue, plate reader. CPE inhibition, % at 9.99 µM. actives 1.7% (n = 350,000); in the data active = CPE inhibition above about 20%, passing the limit was not always enough; inconclusive = no clear call, values can overlap the other calls; tested in BHK-21 cells;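 note: 0% = median of neutral control wells and 100% = median of positive control wells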
* = called active by the depositor; & = joins results of further samples.

Results for C=CCCCCc1nc2ccccc2c(=O)n1N ?
PAX8 reporter: -3; Xi reactivation: 0.2; ARNT TACC3 PPI: -4; INS-1E GSIS act: 23

How did COc1ccc2c3c([nH]c2c1)[C@H](CO)N(C(=O)C1CCOCC1)CC31CN(Cc2cccc(F)c2)C1 do in these assays?
EWS-Fli inh: -2; ERp5 block: -5; Xi reactivation: 0.3; F508del corr: -0.1; INS-1E GSIS act: 2; DENV2 CPE rescue: 1

What do the screens show for `CCOC(=O)c1c(NC(=O)/C=C/c2ccc(C)o2)sc(C)c1C`?
EWS-Fli inh: 1; ERp5 block: -7; F508del corr: 3.1; ARNT TACC3 PPI: -4; INS-1E GSIS act: -4; DENV2 CPE rescue: 1

What do the screens show for `CN1C(=O)c2cc(NC(=O)C3CCOCC3)ccc2OC[C@H]2O[C@@H](CC(=O)NCc3ccc4c(c3)OCO4)CC[C@H]21`?
PAX8 reporter: -5; EWS-Fli inh: -1; ERp5 block: 5; Xi reactivation: 0.1; ARNT TACC3 PPI: -1; INS-1E GSIS act: 4; DENV2 CPE rescue: -3

How did O=C(COc1ccccc1)Nc1c2c(nn1-c1ccc(F)cc1)CS(=O)C2 (stereo not drawn) do in these assays?
PAX8 reporter: 2; EWS-Fli inh: 0; ERp5 block: 2; Xi reactivation: 0.2; F508del corr: 1.8; INS-1E GSIS act: 5; DENV2 CPE rescue: 9

Results for COC(=O)C1CCCCN1C(=O)c1cc(COc2cccc3cccnc23)on1 (stereo not drawn) ?
PAX8 reporter: 3; EWS-Fli inh: -9; ERp5 block: -16; Xi reactivation: 0.2; F508del corr: -1.2; ARNT TACC3 PPI: 6; INS-1E GSIS act: 5; DENV2 CPE rescue: -1

Results for C[C@@H]1CN([C@@H](C)CO)C(=O)c2cc(NC(=O)CCCN(C)C)ccc2O[C@H]1CN(C)C(=O)Nc1cccc2ccccc12 ?
PAX8 reporter: -11; EWS-Fli inh: -4; ERp5 block: 9; Xi reactivation: -0.6; F508del corr: 1.5; ARNT TACC3 PPI: 17; INS-1E GSIS act: 6; DENV2 CPE rescue: 4

How did CCCOc1ccc(C(=O)CCCC(=O)c2ccc(OCCC)cc2)cc1 do in these assays?
PAX8 reporter: -1; EWS-Fli inh: 9; ERp5 block: 5; Xi reactivation: 0.1; F508del corr: 8.3*; ARNT TACC3 PPI: -18; INS-1E GSIS act: 8; DENV2 CPE rescue: 1

Results for Cn1nc(C(=O)Nc2sc3c(c2C#N)CCCC3)ccc1=O ?
PAX8 reporter: 19; EWS-Fli inh: 1; ERp5 block: -4; Xi reactivation: 0.3; F508del corr: -2.4; ARNT TACC3 PPI: -8; INS-1E GSIS act: -8; DENV2 CPE rescue: -2

How did Cn1ncc2c(N3CCCCC3)nc(NCCCO)nc21 do in these assays?
PAX8 reporter: -7; EWS-Fli inh: 1; ERp5 block: -4; Xi reactivation: 0.0; F508del corr: -1.7; ARNT TACC3 PPI: 0; INS-1E GSIS act: 60*; DENV2 CPE rescue: -7

Results for CC(C)(C)c1cc(-c2n[nH]c(=S)n2-c2ccc(Cl)cc2)n[nH]1 ?
PAX8 reporter: -17; EWS-Fli inh: 1; ERp5 block: -5; Xi reactivation: 0.0; F508del corr: 0.8; ARNT TACC3 PPI: 1; DENV2 CPE rescue: -3

Results for CCN(CC(=O)NCc1cccs1)CC(=O)Nc1cccc(S(N)(=O)=O)c1 ?
PAX8 reporter: -7; EWS-Fli inh: 3; ERp5 block: 1; Xi reactivation: -0.2; F508del corr: 5.6; ARNT TACC3 PPI: 26*; INS-1E GSIS act: 12; DENV2 CPE rescue: -1

Results for C/C=C(\C)CN1CCCC(N(C)CCc2ccc(OC)c(OC)c2)C1 (stereo not drawn) ?
PAX8 reporter: -16; EWS-Fli inh: -109; ERp5 block: 4; Xi reactivation: 0.0; F508del corr: 5.5; ARNT TACC3 PPI: 14; INS-1E GSIS act: 10; DENV2 CPE rescue: 11

Results for CNC[C@H]1Oc2ccc(NC(=O)Cn3cnnn3)cc2C(=O)N([C@H](C)CO)C[C@@H]1C ?
EWS-Fli inh: 10; ERp5 block: 1; Xi reactivation: 3.9; F508del corr: -2.4; ARNT TACC3 PPI: -2; INS-1E GSIS act: 4; DENV2 CPE rescue: 12

Results for COc1ccccc1NC(=O)Nc1cc(NC(=O)Nc2ccccc2OC)c(C)nc1C ?
PAX8 reporter: 2; Xi reactivation: 0.0; ARNT TACC3 PPI: -3; INS-1E GSIS act: -7

What do the screens show for `COc1ccc(NC(=O)CN2CCC(Cc3ccccc3)CC2)cc1S(=O)(=O)N1CCOCC1`?
PAX8 reporter: 23; Xi reactivation: -0.1; ARNT TACC3 PPI: -2; INS-1E GSIS act: -32

How did C[C@H]1CN([C@@H](C)CO)S(=O)(=O)c2ccc(/C=C/c3ccccc3)cc2O[C@@H]1CN(C)Cc1ccc(C(=O)O)cc1 do in these assays?
EWS-Fli inh: -3; ERp5 block: 7; Xi reactivation: 0.4; F508del corr: 0.7; ARNT TACC3 PPI: 7; INS-1E GSIS act: -9; DENV2 CPE rescue: -7

Results for O=C(COC(=O)CSc1ccc(F)cc1)NC1CCCCCC1 ?
PAX8 reporter: -6; EWS-Fli inh: 0; ERp5 block: 7; Xi reactivation: 0.0; F508del corr: 2.7; ARNT TACC3 PPI: 3; INS-1E GSIS act: -6; DENV2 CPE rescue: -6

What do the screens show for `Cc1cc(Br)cn2c(Cc3cccc(F)c3)c(-c3cccc(Cl)c3)nc12`?
PAX8 reporter: 14; EWS-Fli inh: 7; ERp5 block: -8; Xi reactivation: -0.1; F508del corr: 3.0; INS-1E GSIS act: -3; DENV2 CPE rescue: 1

What do the screens show for `Cc1c(Cl)cccc1N=C1NC(=O)CS1`?
PAX8 reporter: -6; EWS-Fli inh: -11; ERp5 block: 1; Xi reactivation: 0.0; F508del corr: -1.0; DENV2 CPE rescue: 10

Part of the list above in order of molar mass, lowest first.
Results for C=CCCCCc1nc2ccccc2c(=O)n1N ?
PAX8 reporter: -3; Xi reactivation: 0.2; ARNT TACC3 PPI: -4; INS-1E GSIS act: 23

Results for CNC[C@H]1Oc2ccc(NC(=O)Cn3cnnn3)cc2C(=O)N([C@H](C)CO)C[C@@H]1C ?
EWS-Fli inh: 10; ERp5 block: 1; Xi reactivation: 3.9; F508del corr: -2.4; ARNT TACC3 PPI: -2; INS-1E GSIS act: 4; DENV2 CPE rescue: 12

How did C[C@H]1CN([C@@H](C)CO)S(=O)(=O)c2ccc(/C=C/c3ccccc3)cc2O[C@@H]1CN(C)Cc1ccc(C(=O)O)cc1 do in these assays?
EWS-Fli inh: -3; ERp5 block: 7; Xi reactivation: 0.4; F508del corr: 0.7; ARNT TACC3 PPI: 7; INS-1E GSIS act: -9; DENV2 CPE rescue: -7

Next part.
How did CN1C(=O)c2cc(NC(=O)c3cccc(F)c3)ccc2OC[C@@H]2O[C@@H](CC(=O)NCC3CC3)CC[C@@H]21 do in these assays?
PAX8 reporter: 3; EWS-Fli inh: -9; ERp5 block: -1; Xi reactivation: 0.1; F508del corr: -3.2; INS-1E GSIS act: -7; DENV2 CPE rescue: 13

How did CC1CCCN(C(=O)CNC(=O)c2sc3ccccc3c2Cl)C1 (stereo not drawn) do in these assays?
PAX8 reporter: -156; EWS-Fli inh: -97; ERp5 block: -1; Xi reactivation: 0.0; F508del corr: -4.0; ARNT TACC3 PPI: -3; INS-1E GSIS act: -3; DENV2 CPE rescue: 8

Results for CCC(C(=O)N1CCOCC1)n1nc(C)c2c(C)n(-c3ccccc3)nc2c1=O (stereo not drawn) ?
PAX8 reporter: -11; EWS-Fli inh: 4; ERp5 block: -4; Xi reactivation: 0.0; F508del corr: 2.7; ARNT TACC3 PPI: -3; INS-1E GSIS act: 9; DENV2 CPE rescue: 1

Results for CCOC(=O)Nc1ccc2c(c1)N(C(=O)OCCN(C)C)c1ccccc1CC2 ?
PAX8 reporter: -6&7; EWS-Fli inh: -5&-5; ERp5 block: -2&0; Xi reactivation: 0.3&0.3; F508del corr: -0.6&0.1; ARNT TACC3 PPI: 6&-4; INS-1E GSIS act: -4&0; DENV2 CPE rescue: inconclusive

What do the screens show for `COc1ccccc1NC(=O)Nc1nnc(C(C)C)s1`?
PAX8 reporter: -189; EWS-Fli inh: -57; ERp5 block: -13; Xi reactivation: 0.4; ARNT TACC3 PPI: 23; INS-1E GSIS act: 2; DENV2 CPE rescue: 8

How did Nc1ccc(CCNc2ncnc3c2ncn3[C@@H]2O[C@H](CO)[C@@H](O)[C@H]2O)cc1 do in these assays?
PAX8 reporter: 5; EWS-Fli inh: 3; ERp5 block: 2; Xi reactivation: 0.1; F508del corr: -5.4; ARNT TACC3 PPI: 0; DENV2 CPE rescue: -4

Results for COc1ccc(-c2cc(-c3ccccc3)nc3ncnn23)cc1 ?
PAX8 reporter: -6; EWS-Fli inh: 10; ERp5 block: -1; Xi reactivation: 0.1; F508del corr: 7.5; ARNT TACC3 PPI: -3; DENV2 CPE rescue: 4

Results for CO[C@@H]1CN(C)C(=O)c2cc(NS(=O)(=O)c3ccc(C)cc3)ccc2OC[C@@H](C)N(C)C[C@H]1C ?
EWS-Fli inh: -1; ERp5 block: -2; Xi reactivation: 0.4; F508del corr: -2.2; ARNT TACC3 PPI: 3; INS-1E GSIS act: 0; DENV2 CPE rescue: -12

What do the screens show for `CC1(C)CC(=O)C2=C(C1)N(N1CCOCC1)C(N)=C(C#N)C2c1cccs1` (stereo not drawn)?
PAX8 reporter: -7; Xi reactivation: 1.3; ARNT TACC3 PPI: -4; INS-1E GSIS act: -1

What do the screens show for `O=c1[nH]cnc2c1sc1nc(C(F)F)cc(-c3ccccc3)c12`?
PAX8 reporter: 28; EWS-Fli inh: -4; ERp5 block: 5; Xi reactivation: 0.0; F508del corr: -4.7; ARNT TACC3 PPI: 0; INS-1E GSIS act: -5; DENV2 CPE rescue: 1

Results for Cc1ccc(S(=O)(=O)N2CC(C)N(C(=O)N3CCOCC3)C2C)cc1 (stereo not drawn) ?
PAX8 reporter: -8; ERp5 block: 3; Xi reactivation: 0.0; F508del corr: 1.0; ARNT TACC3 PPI: 0; INS-1E GSIS act: 33; DENV2 CPE rescue: -3

Results for COc1cc(C(=O)NCC2(c3ccccc3)CCCC2)ccc1OC(C)C ?
PAX8 reporter: 2; EWS-Fli inh: 7; ERp5 block: 1; Xi reactivation: 0.0; F508del corr: -1.0; ARNT TACC3 PPI: -5; INS-1E GSIS act: -40; DENV2 CPE rescue: -1

Results for COc1ccc(C)cc1N(C(=O)COc1ccccc1)c1nc2ccccc2s1 ?
PAX8 reporter: -4; EWS-Fli inh: -17; Xi reactivation: 0.0; F508del corr: -0.8; ARNT TACC3 PPI: 23; INS-1E GSIS act: 11

What do the screens show for `C[C@@H]1CN([C@H](C)CO)C(=O)c2cc(C#CCN(C)C)cnc2O[C@H]1CN(C)C(=O)CN1CCOCC1`?
PAX8 reporter: 2; EWS-Fli inh: -1; ERp5 block: 5; Xi reactivation: 0.3; ARNT TACC3 PPI: -6; INS-1E GSIS act: 3; DENV2 CPE rescue: -1
